# Assay outcomes (PubChem)
# Y pestis TopoI = Y. pestis Topo-I inhibition via cleavage products. AID 504884. Y. pestis Topo-I cleavage product accumulation, plate reader. 0.064% of 360,000 active. activity, % at 10 µM; in the data active = activity above about 50%, passing the limit was not always enough; also: inactives centre near 2
# SSB-PriA inh = blocks PriA binding to SSB C-terminal tail; AlphaScreen SSBct-PriA binding, biotinylated peptide; inhibition, % at 33 µM; 0.6% of 430,000 active; AID 1272365; in the data active = inhibition mostly above about 37%, no sharp cut-off; inactive = mostly below about 20%;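 also: plate controls were negative control peptide for no effect and reference peptide for full effect; strong numbers were not always called active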
# DUSP3 inh = inhibitors of human VHR1 phosphatase (DUSP3); P51452; recombinant VHR phosphatase, pNPP absorbance; inhibition, % at 13.3 µM; 0.52% of 290,000 active; in the data active = inhibition above about 50%; also: some compounds called inactive have numbers as strong as hits
# Target sequence (P51452 whole entry, looked up): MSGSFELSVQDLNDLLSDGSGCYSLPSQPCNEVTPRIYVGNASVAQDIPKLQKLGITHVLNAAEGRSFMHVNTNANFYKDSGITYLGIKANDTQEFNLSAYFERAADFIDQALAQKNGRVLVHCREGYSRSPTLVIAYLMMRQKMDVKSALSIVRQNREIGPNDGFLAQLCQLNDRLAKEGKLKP
# BoNT A protease = blocks Botulinum neurotoxin A light chain protease | 0.17% of 360,000 active | inhibition, % at 10 µM | multiplex microsphere protease substrate cleavage, flow cytometry; also: plate controls were buffer without enzyme for full effect and enzyme alone for no effect
# PfHsp40 yeast = rescue of PfHsp40-mediated yeast toxicity. S. cerevisiae expressing PfHsp40, growth rescue, ATP luminescence. growth rescue, % at 12.5 µM. 0.68% of 340,000 active; in the data active = growth rescue above about 28%, passing the limit was not always enough;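 also: yeast W303a lacking pdr1 and pdr3 grown in galactose medium; growth measured after three days at 30 °C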
# TcdB GH inh = blocks C. difficile toxin B glycohydrolase activity; 0.24% of 350,000 active; inhibition, % at 9.99 µM; TcdB glycohydrolase enzymatic assay, plate reader; in the data active = inhibition above about 10%
# Anthrax LF inh2 = inhibitors of Bacillus anthracis lethal factor protease; P15917; multiplex microsphere protease cleavage assay, LF; inhibition, % at 10 µM; 0.12% of 360,000 active; AID 588501; also: plate controls were buffer without enzyme for full effect and enzyme alone for no effect
# Target sequence (P15917 whole entry, looked up): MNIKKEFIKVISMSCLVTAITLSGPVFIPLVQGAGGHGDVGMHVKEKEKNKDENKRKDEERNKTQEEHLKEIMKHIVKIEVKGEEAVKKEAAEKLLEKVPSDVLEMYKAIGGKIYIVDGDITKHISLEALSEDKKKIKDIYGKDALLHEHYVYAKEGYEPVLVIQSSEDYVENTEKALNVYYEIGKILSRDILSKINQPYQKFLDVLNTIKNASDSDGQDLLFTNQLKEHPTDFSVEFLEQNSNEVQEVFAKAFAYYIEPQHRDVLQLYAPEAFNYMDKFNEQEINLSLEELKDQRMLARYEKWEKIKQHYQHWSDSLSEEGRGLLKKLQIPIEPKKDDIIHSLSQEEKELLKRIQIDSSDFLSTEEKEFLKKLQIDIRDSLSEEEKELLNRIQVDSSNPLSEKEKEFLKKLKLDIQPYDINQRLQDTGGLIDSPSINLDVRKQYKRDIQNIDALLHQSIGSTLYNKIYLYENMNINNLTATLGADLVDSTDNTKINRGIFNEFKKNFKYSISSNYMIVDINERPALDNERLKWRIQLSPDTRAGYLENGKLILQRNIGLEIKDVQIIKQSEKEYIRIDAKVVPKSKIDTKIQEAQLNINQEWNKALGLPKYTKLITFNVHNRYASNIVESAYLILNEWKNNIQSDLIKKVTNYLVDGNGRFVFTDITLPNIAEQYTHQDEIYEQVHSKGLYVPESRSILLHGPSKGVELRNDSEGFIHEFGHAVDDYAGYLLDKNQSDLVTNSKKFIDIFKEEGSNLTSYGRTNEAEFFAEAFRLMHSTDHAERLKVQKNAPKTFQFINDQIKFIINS
# Vc quorum ag = quorum light induction in luxS cqsA deficient V. cholerae. activation, % at 18.7 µM. V. cholerae BH1578 lux reporter, luminescence, 6 h. 0.16% of 350,000 active; in the data active = activation mostly above about 9.7%, no sharp cut-off; also: not every result past the cut was called active; inactives centre near 0; reference of the scale not given here
# CCHF vOTU inh = CCHFV vOTU protease inhibition. 0.55% of 370,000 active. Pep-AMC fluorescence. AID 651958. inhibition, % at 11.5 µM; in the data active = inhibition above about 30%; also: 0% = vehicle wells with enzyme and 100% = no enzyme wells
# SARS 3CLpro inh = SARS-CoV 3CLpro protease inhibition | 0.14% of 290,000 active | P0C6X7 | inhibition, % at 6 µM | AID 1706 | recombinant SARS-CoV 3CLpro, quenched FRET peptide cleavage; in the data active = inhibition above about 12%
# * hit, by the source's call; i = inactive; / = not tested or not shown; & = joins results of further samples. Rule as the data show it, unless noted: active = inhibition above about 30%; inconclusive = no clear call, values can overlap the other calls; inactive = below that. Only part of the results is shown; rates above refer to the full screens.
# Start of the data: the first five compounds, to show the layout:
SMILES,Y pestis TopoI,SSB-PriA inh,DUSP3 inh,BoNT A protease,PfHsp40 yeast,TcdB GH inh,Anthrax LF inh2,Vc quorum ag,CCHF vOTU inh,SARS 3CLpro inh
CCN1C(=O)/C(=C/c2nc3ccccc3c(=O)n2-c2ccccc2)c2ccccc21,0,0,-1,0.1,0.5,/,-5,i,1,0
COc1ccc(CC(=O)Nc2nc(-c3ccccc3)c(C(C)=O)s2)cc1OC,-3,16,17,0.2,1.5,1.6,1,-0.6,20,7
O=[N+]([O-])c1cc(S(=O)(=O)N2CCOCC2)ccc1N1CCCC1,1,3,-9,-0.8,-1.0,-0.4,-2,-0.1,-17,1
COc1ccccc1NC(=O)c1cc(S(=O)(=O)NC2CCCC2)ccc1F,30,-2,-6,-0.6,0.8,3.8,0,-0.4,14,7
Cc1ccc(C(O)c2ncc(-c3cccc(C(F)(F)F)c3)[nH]2)cc1F (configuration not stated),0,/,/,-0.1,/,-0.6,3,i,6,/

# Main list, from the first entry:
SMILES,Y pestis TopoI,SSB-PriA inh,DUSP3 inh,BoNT A protease,PfHsp40 yeast,TcdB GH inh,Anthrax LF inh2,Vc quorum ag,CCHF vOTU inh,SARS 3CLpro inh
CCN1C(=O)/C(=C/c2nc3ccccc3c(=O)n2-c2ccccc2)c2ccccc21,0,0,-1,0.1,0.5,/,-5,i,1,0
COc1ccc(CC(=O)Nc2nc(-c3ccccc3)c(C(C)=O)s2)cc1OC,-3,16,17,0.2,1.5,1.6,1,-0.6,20,7
O=[N+]([O-])c1cc(S(=O)(=O)N2CCOCC2)ccc1N1CCCC1,1,3,-9,-0.8,-1.0,-0.4,-2,-0.1,-17,1
COc1ccccc1NC(=O)c1cc(S(=O)(=O)NC2CCCC2)ccc1F,30,-2,-6,-0.6,0.8,3.8,0,-0.4,14,7
Cc1ccc(C(O)c2ncc(-c3cccc(C(F)(F)F)c3)[nH]2)cc1F (configuration not stated),0,/,/,-0.1,/,-0.6,3,i,6,/
CCN1CCN(c2nnc(-c3ccc(C)cc3)c3ccccc23)CC1,18,-3,10,-0.6,0.6,1.3,-10,-0.5,-13,1
COCCCN1C(=O)C(CC(=O)NCCCCc2ccccc2)CC(C(=O)N2CCOCC2)=C1C (configuration not stated),-4,/,/,0.1,/,0.7,0,-0.4,11,/
Fc1ccc(CSc2ncnc3ccccc23)cc1,-3,-4,1,0.1,-0.6,0.2,-5,i,9,-5
O=c1cc(CCl)[nH]c2nc3ccccc3n12,-3,-4,4,-1.1,4.5,1.8,-4,-0.7,-40,1
O=c1/c(=C/c2cccc3ccccc23)sc2ncnn12,2,/,13,0.4,-0.7,/,7,-0.7,-3,-6
CCOC(=O)CCCCCC(=O)Nc1ccc2c(c1)CC(=O)N([C@H](C)CO)C[C@H](C)[C@H](CN(C)S(=O)(=O)c1ccc(OC)cc1)O2,14,-7,/,0.1,1.7,0.4,9,i,3,/
COc1cc(C(=O)N(Cc2ccc(F)cc2)C2CCS(=O)(=O)C2)cc(OC)c1OC (configuration not stated),5,-3,30,-2.3,-0.6,/,2,3.8,12,2
O=C(NCc1cccc(CNC(=O)Nc2cccc(O)c2)c1)Nc1cccc(O)c1,1,0,/,-1.5,-1.5,2.2,6,i,-8,5
O=C1NC(=O)C(c2ccccc2)(c2ccccc2)N1,15&-5,1&-8,20&19&1,-1.3&0.4,-1.0&1.2,-2.3&1.8&-6.1,-22&-13,8.5,-4&7&8,-4&4&2
O=C(COC(=O)C1=COCCO1)Nc1cccc(S(=O)(=O)N2CCOCC2)c1,5,0,5,-0.2,0.5,0.4,-2,-0.4,0,0
COc1ccccc1CN1CC(C(=O)NCC2CCCO2)CC1=O (configuration not stated),6,-19,15,-0.7,-0.4,/,-8,-2.0,-2,1
Cc1ccc(-n2nc3c(c2NC(=O)c2ccc4c(c2)OCO4)CS(=O)(=O)C3)cc1C,-3,0,6,1.2,0.1,1.2,1,i,-2,0
COc1ccc(-c2nn(Cc3ccccc3)cc2C(=O)NC2CC2)cc1OC,-7,-4,/,-0.4,-2.3,-0.5,0,-7.1,-12,/
Cc1ccc(OCCSc2ncnc3nc[nH]c23)cc1,-3,3,6,-0.7,-1.5,/,-2,i,0,0
COc1ccccc1CNS(=O)(=O)c1cc2c3c(c1)CCN3C(=O)CC2,5,-9,/,4.2,-0.3,0.6,1,i,0,/
C=CCN1C(=O)c2ccc(C(=O)N(C)CC(=O)Nc3ccc(Br)cc3C)cc2C1=O,7,2,/,-1.7,-0.9,-2.0,-4,i,-5,/
COc1ccc(C(C)=O)cc1CC(=O)Nc1cccc(S(=O)(=O)N2CCOCC2)c1,9,-5,/,-0.6,1.4,-1.3,-11,i,2,/
Cc1ccc(NC(=O)c2ccc3c(c2)OCCO3)cc1C,-11,-19,34,-1.6,-1.4,0.2,-6,-0.2,0,0
O=c1c2ccccc2c(C=NCCO)c(O)n1-c1ccccc1,-7,-4,9,-0.1,0.4,/,5,1.4,28,-1
CCOc1ccc(S(=O)(=O)Nc2cccc(C(=O)NCC3CCCO3)c2)cc1 (configuration not stated),9,-11,/,-2.0,1.2,1.4,1,-1.4,15,/
Cc1ccc(-c2ccnc3c(Cl)c(C)nn23)cc1,3,-22,31,-3.4,0.0,1.2,4,i,15,3
CN(CC(=O)Nc1cccc(F)c1)CC(=O)Nc1cccc2ccccc12,2,3,/,-0.2,0.8,0.8,-7,i,23,/
COc1ccc(C2(C(=O)NC(C)C)CCCC2)cc1OC,4,0,-12,-0.3,0.1,/,-5,-0.4,-11,-4
Cc1ccc(S(=O)(=O)NCCC(=O)N2CC(C)OC(C)C2)cc1 (configuration not stated),5,4,/,-1.0,0.4,0.5,1,i,-9,/
NC(=S)N/N=C/c1ccccc1OCCSc1ccc(Cl)cc1,19,/,-2,-1.0,1.8,/,1,i,-9,3
O=C(NN1CCOCC1)c1ccc(F)cc1,4,-8,40,1.7,2.6,0.2,2,i,-11,-2
COc1ccc(N2C(=O)C(F)(F)C2c2ccc(C)cc2)cc1OC (configuration not stated),7,-1,9,0.4,2.3,1.4,0,i,12,-4
O=C(N/N=C/c1cccs1)C1COc2ccccc2O1 (configuration not stated),1,/,14,-1.5,-1.6,/,-1,-1.5,3,-3
Cc1nc2nc(-c3ccccc3)[nH]n2c(=O)c1Cc1ccccc1,0,-4,6,0.2,-0.5,/,-3,i,9,1
CC(=O)Nc1ccc(S(=O)(=O)N2CCC(NC(=O)c3ccccc3)CC2)cc1,-16,3,-13,0.4,-0.6,2.8,-5,i,10,1
Cc1cc(C(=O)CSc2nnnn2-c2ccc(O)cc2)c(C)n1C,-15,0,3,0.0,1.7,-0.4,2,-0.6,11,-5
Cc1sc2ncnc(N3CCOCC3)c2c1C,3,-10,30,0.6,0.2,/,4,-0.6,-17,2
CCc1ccc(N2CC(C(=O)Nc3ccccc3N3CCCC3)CC2=O)cc1 (configuration not stated),-4,/,/,-0.1,/,-3.0,-5,1.3,6,/
O=C(NC(Cc1ccccc1)C(=O)O)/C(=C/c1ccccc1)NC(=O)c1cccc(Br)c1 (configuration not stated),6,-11,-12,-0.7,1.8,0.1,0,-0.2,12,5
O=C(CCN1C(=O)/C(=C/C=C/c2ccccc2)SC1=S)Nc1ccccn1,4,0,16,11,1.4,-0.9,7,i,-5,2
COc1ccc(C2CC(c3cccs3)=NN2C(=O)COC(=O)c2cncc(Br)c2)cc1OC (configuration not stated),-1,0,9,1.2,0.2,0.7,-2,0.1,-8,4
COc1ccc(NC(=O)CN(C)C(=O)c2sc3ccccc3c2Cl)cc1,7,-15,/,-2.0,-0.4,0.3,3,-0.5,-8,/
CC(C)NC(=O)Nc1ccc2c(c1)C(=O)N([C@H](C)CO)C[C@H](C)[C@@H](CN(C)S(C)(=O)=O)O2,3,-11,/,-1.6,-0.9,0.7&0.0,-8,-1.4,3,/
COc1ccc(CNC(=O)COC(=O)CCOc2ccc(C)cc2)cc1OC,15,-1,/,0.0,-0.7,2.2,1,i,-7,/
COc1cccc(CC(=O)N[C@@H](CCSC)c2nc3ccccc3[nH]2)c1,8,3,7,-0.4,0.5,-0.8,-2,-0.2,12,4
O=C(c1cnc2c(c1)COc1ccc(Cl)cc1-2)c1ccccc1O,-3,-6,50*,0.4,0.9,/,-3,-0.4,-3,-1
CN(C)S(=O)(=O)c1ccc(Cl)c(NC(=O)COC(=O)CN2C(=O)C3CCCCC3C2=O)c1 (configuration not stated),3,0,14,-0.4,-0.1,0.8,-2,-0.2,-1,-8
O=C(O)COCc1nc2ccccc2[nH]1,3,-2,28,-2.7,-0.8,/,2,i,-7,0
COc1ccc(NC2CCCN(C(=O)c3cccnc3)C2)cc1 (configuration not stated),4,0,-6,-0.4,-0.5,1.3,-1,i,-7,2
O=C(COc1ccccc1)N1CCN(CC2CC3C=CC2C3)CC1 (configuration not stated),15,-5,39,1.3,-0.1,/,0,-3.6,-13,4
O=C(N/N=C\c1ccc(Cl)cc1)c1sccc1-n1cccc1,26,/,25,-0.5,-0.6,/,-4,0.1,14,3
Cc1ccccc1CSCCNC(=O)CN(c1ccc2c(c1)OCO2)S(C)(=O)=O,2,4,11,-0.1,2.7,/,3,i,0,-1
CCCC(O)(CCN(C)C)c1ccc(OC)cc1 (configuration not stated),8,-7,6,0.2,-0.2,/,1,0.4,3,2
COc1cccc2cc3c(=O)n(-c4ccccc4)nc-3oc12,-10,-11,42,-0.3,0.4,0.3,0,-0.3,1,-1
CCOC(=O)C1CCCN(S(=O)(=O)c2cc(C(=O)OC)n(C)c2)C1 (configuration not stated),-6,-4,10,-0.6,-1.2,-1.0,-1,-0.2,2,2
C[C@H]1CN([C@@H](C)CO)C(=O)c2cc(Br)cnc2O[C@@H]1CN(C)C(=O)C1CCC1,-9,/,/,-0.4,/,1.0&-2.8,-10,i,1,/
COc1cc(NC(=O)c2ccnc(N)c2)cc(C(=O)Nc2cccc(C(F)(F)F)c2)c1,-21,-2,-4,-1.2,0.5,-1.9,-1,-0.6,0,/
CSc1cnc2c(=O)n(C)c(=O)[nH]c2n1,-10,-1,-2,0.2,-2.0,-0.8,0,-0.1,-56,-2
COC(=O)[C@@]1(Sc2ccc(C)cc2)CC(=O)N(c2ccc3c(ccn3C)c2)[C@@H]1c1ccccc1,/,/,/,-0.7,/,1.1,-1,/,6,/
Cn1cccc1/C=N/n1c(-c2ccco2)n[nH]c1=S,4,/,26,-0.2,-0.8,/,-2,-2.2,3,2

# (more compounds)
SMILES,Y pestis TopoI,SSB-PriA inh,DUSP3 inh,BoNT A protease,PfHsp40 yeast,TcdB GH inh,Anthrax LF inh2,Vc quorum ag,CCHF vOTU inh,SARS 3CLpro inh
Cc1cccc(C)c1NC(=O)CNC(=O)c1ccccc1,5,-3,28,-1.7,-0.4,-1.9,2,-0.1,20,0
CCc1nc2ccccc2c(C(=O)OCCN2C(=O)c3ccccc3C2=O)c1C,15,-15,10,1.3,6.4,/,-5,i,3,0
Cc1ccc(SCC(=O)Nc2ccc(N3CCOCC3)cc2)cc1C,13,3,/,-0.5,0.1,2.2,-8,i,-1,/
O=C(c1cccnc1)N1CCN(Cc2cccc(F)c2)CC1,-4,-21,-2,0.2,-1.2,/,-2,i,6,3
COc1cccc(CNC(=O)C2=C(C)C(=O)OC23CCC(C)CC3)c1 (configuration not stated),-5,-5,-11,-2.1,0.8,/,-4,-0.3,-10,5
c1cnc(Nc2nc(-c3ccc4ccccc4c3)cs2)nc1,12,2,13,-0.3,-1.8,/,0,i,-9,5
CCCc1ccc2c(C(F)(F)F)cc(C(F)(F)F)cc2n1,/,/,/,-0.1,/,-0.9,4,/,-8,/
O=C(CSc1nc2ccccc2s1)N1CCCCC1,13,-10,2,1.4,-1.1,0.3,3,-6.7,-1,-2
COc1cc(C)c(Cl)cc1S(=O)(=O)n1cnc2ccccc21,-5,-7,24,1.3,-0.5,-2.1,-5,-0.4,-1,-2
COc1ccc(C2CC(c3ccc(OC)cc3)n3nc(NC(=O)c4cccs4)nc3N2)cc1 (configuration not stated),16,10,31,-2.5,0.8,/,-8,i,9,-4
